# Bioassay records from PubChem.
# TLR9-MyD88 inh – TLR9-MyD88 interaction inhibition; Q9NR96+Q99836; CHO BLA complementation TLR9-MyD88, CCF4 FRET ratio; inhibition, % at 4.98 µM; actives 0.21% (n = 340,000);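 active = inhibition above the mean over all tested compounds plus 3 SD, cut at about 21% in these data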;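 note: 0% = DMSO only wells and 100% = clavulanate BLA inhibitor control wells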
# HTR2A ag – mouse HTR2A agonism via beta-arrestin recruitment. P35363. CHO-K1 mHTR2A beta-arrestin complementation, luminescence; percent of 30 µM serotonin response. activation, % at 7.6 µM. actives 0.66% (n = 360,000). AID 624169;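 active = activation above a run cutoff, the mean activation of all tested compounds plus 3 SD, cut at about 14% in these data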;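 note: 0% = plate median of compound wells and 100% = 30 µM serotonin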
# ABHD5-PLIN5 inh – inhibitors of human ABHD5-perilipin-5 interaction. actives 0.78% (n = 360,000). AID 602281. Split G. princeps luciferase complementation, luminescence, 4 h. Q00G26+Q8WTS1. inhibition, % at 4 µM;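 active = inhibition above the mean inhibition across every tested compound plus 3 SD, cut at about 22% in these data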;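 note: 0% = DMSO only wells and the 100% control is not disclosed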
# ABCB6 inh 2 – blocks the human ABCB6 transporter; K562-ABCB6 porphyrin accumulation, flow cytometry, 1 h; active compounds read low; fluorescence ratio to DMSO, % at 10 µM; actives 0.19% (n = 360,000); AID 602162;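 active = fluorescence ratio to DMSO below 75%, the collection mean minus 3 SD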;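 note: signal is porphyrin accumulated inside mitochondria; 100% equals median channel fluorescence of DMSO control wells; lower ratio means ABCB6 inhibition with less porphyrin fluorescence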
# MC4R barr agon – human MC4R agonism via beta-arrestin | U2OS MC4R beta-arrestin complementation, luminescence; percent of melanotan II response, DMSO zero | activation, % at 8.9 µM | actives 0.98% (n = 360,000) | AID 540308;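 active = activation above a per-plate cutoff, the mean activation of sample wells on that plate plus 3 SD, cut at about 8% in these data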
# Glyco luc inh – N-linked glycosylation inhibition | AID 588692 | D54 ERlucT glycosylation luciferase reporter, 24 h; percent of 100 nM tunicamycin response | reporter increase, % at 12.5 µM | actives 0.23% (n = 360,000);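 active = mean luciferase reporter signal, scaled so untreated is 0 and the glycosylation-blocking control 100, at or above a set limit in every replicate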;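 note: luciferase carries N-glycosylation sites so blocking glycosylation raises the light; 0% = median of neutral control wells and 100% = median of 100 nM tunicamycin wells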
# SRC2 inh – inhibits human steroid receptor coactivator 2 | HEK293 GAL4-SRC2 luciferase reporter, luminescence | inhibition, % at 9 µM | actives 0.17% (n = 370,000) | AID 651957;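 active = inhibition above the mean inhibition of all tested compounds plus 3 SD, set per campaign, cut at about 52% in these data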;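 note: 0% = DMSO treated cells and 100% = cells given Gossypol at 36 µM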
# Target sequence (Q15596 whole entry, looked up, the tested form may be a part): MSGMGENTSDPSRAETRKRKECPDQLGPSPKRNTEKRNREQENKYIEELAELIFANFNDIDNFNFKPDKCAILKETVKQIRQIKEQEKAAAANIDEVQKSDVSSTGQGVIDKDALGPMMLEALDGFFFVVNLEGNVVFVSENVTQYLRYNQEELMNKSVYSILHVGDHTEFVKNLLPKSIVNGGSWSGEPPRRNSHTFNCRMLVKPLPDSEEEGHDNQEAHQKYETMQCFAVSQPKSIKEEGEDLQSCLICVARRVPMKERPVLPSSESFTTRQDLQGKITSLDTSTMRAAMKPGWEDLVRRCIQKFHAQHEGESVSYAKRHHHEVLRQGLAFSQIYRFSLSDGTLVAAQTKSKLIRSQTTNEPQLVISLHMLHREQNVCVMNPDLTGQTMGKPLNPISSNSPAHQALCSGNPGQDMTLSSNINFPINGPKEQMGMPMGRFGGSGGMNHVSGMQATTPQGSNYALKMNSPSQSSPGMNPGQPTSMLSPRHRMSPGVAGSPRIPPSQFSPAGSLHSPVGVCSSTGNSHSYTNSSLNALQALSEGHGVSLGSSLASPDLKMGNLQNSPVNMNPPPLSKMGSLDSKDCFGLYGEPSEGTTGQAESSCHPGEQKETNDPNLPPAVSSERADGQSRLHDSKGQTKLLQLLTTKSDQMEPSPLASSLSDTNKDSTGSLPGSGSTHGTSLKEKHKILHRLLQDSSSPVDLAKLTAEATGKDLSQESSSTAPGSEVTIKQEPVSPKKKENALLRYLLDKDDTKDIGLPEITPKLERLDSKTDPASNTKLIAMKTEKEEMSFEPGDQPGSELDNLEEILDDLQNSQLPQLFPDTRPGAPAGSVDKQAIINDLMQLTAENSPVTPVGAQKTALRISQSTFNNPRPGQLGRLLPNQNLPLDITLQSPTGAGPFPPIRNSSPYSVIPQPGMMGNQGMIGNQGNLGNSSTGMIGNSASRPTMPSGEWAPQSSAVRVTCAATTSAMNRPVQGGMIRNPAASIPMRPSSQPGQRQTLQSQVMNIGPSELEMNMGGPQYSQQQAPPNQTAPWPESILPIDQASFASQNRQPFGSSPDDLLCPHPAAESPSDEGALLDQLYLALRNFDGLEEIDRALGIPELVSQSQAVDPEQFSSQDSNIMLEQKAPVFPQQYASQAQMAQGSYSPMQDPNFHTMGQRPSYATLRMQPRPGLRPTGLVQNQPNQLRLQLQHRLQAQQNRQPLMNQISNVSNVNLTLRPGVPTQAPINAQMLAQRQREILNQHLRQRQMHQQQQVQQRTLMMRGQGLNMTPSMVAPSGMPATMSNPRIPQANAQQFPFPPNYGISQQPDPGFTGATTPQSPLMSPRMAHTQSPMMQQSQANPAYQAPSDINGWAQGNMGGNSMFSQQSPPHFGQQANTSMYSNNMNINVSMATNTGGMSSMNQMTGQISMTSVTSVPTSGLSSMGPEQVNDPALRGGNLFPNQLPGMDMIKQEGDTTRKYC
# NOD2-RIPK2 inh – NOD2-RIPK2 protein interaction inhibition. actives 0.38% (n = 360,000). CHO BLA complementation NOD2-RIPK2, CCF4 ratio. inhibition, % at 4.98 µM. AID 624267; in the data active = inhibition above about 21%;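 note: 0% = vehicle only and 100% = reference blocker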
# MC4R antagonist – human MC4R antagonism in cAMP assay | inhibition, % at 6.5 µM | actives 0.48% (n = 360,000) | AID 540295 | MC4R-expressing cells, MTII-stimulated cAMP, LANCE TR-FRET;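 active = inhibition above its plate's cutoff, the mean of tested wells on that plate plus 3 SD, cut at about 29% in these data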;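 note: 0% = Melanotan II alone and 100% = Melanotan II plus saturating MCL0020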
#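 Assay system: human MC4R-expressing U2OS cells; reagent: Melanotan II stimulation of cells; dosing: 6.5 µM single dose; timing: compound 30 min, challenge 1 h, detection 1 h; signal: TR-FRET cAMP assay; replicates: one well per compound, no replicates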
# H9c2 protect – myocardial damage modulation in H9c2 cells; protection from H2O2 cell death, % at 20 µM; AID 588492; actives 0.63% (n = 360,000); H9c2 cardiomyocytes, H2O2 injury protection, ATPLite, 2 h;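 active = compounds giving at least 50% protection of heart cells from peroxide-induced death in the single-dose screen, raw or plate-pattern-corrected value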;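 note: 0% = DMSO wells with peroxide and 100% = DMSO wells without peroxide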
# The depositor's hits bear a star; . = not tested or not shown.
SMILES,TLR9-MyD88 inh,HTR2A ag,ABHD5-PLIN5 inh,ABCB6 inh 2,MC4R barr agon,Glyco luc inh,SRC2 inh,NOD2-RIPK2 inh,MC4R antagonist,H9c2 protect
O=C(NCc1ccco1)C12CC3CC(CC(C3)C1)C2,-12.8,-1.8,2.9,96.0,-0.9,1.3,20.8,1.8,8.7,-2.2
CCOCCCNC(=O)Cn1cc2c(n1)-c1c(oc(C(=O)N3CCCC3)c1C)CC2,-7.2,2.5,-5.0,101.0,1.2,-1.0,-15.6,1.9,14.9,1.7
CCOc1ccc(CCNC(=O)CSc2cc(=O)n(C)c3ccc(Cl)cc23)cc1OCC,-3.1,-2.5,-3.4,103.0,-1.6,0.4,-43.2,-0.9,8.9,5.0
O=C(C1CCCN(c2ncnc3c2nc2n3CCCCC2)C1)N1CCN(c2ccccc2)CC1 (configuration not stated),0.7,-2.9,-3.3,100.0,-1.4,2.7,27.3,8.8,16.9,17.7
Cc1ccc(NC(=S)N/N=C2\CC3CC=CC23)c(C)c1 (configuration not stated),-9.2,0.3,3.8,91.0,-5.0,0.5,-17.8,10.3,-1.2,0.6
Cn1c(=O)n(C)c2cc(N3CCOCC3)c(NC(=O)c3cccc(Cl)c3)cc21,-2.5,5.4,-0.4,99.0,0.3,-1.3,-30.4,-2.1,-1.2,3.1
Cc1cccc(/C=N/N(CCO)C2=NS(=O)(=O)c3ccccc32)c1,-4.0,-6.1,-10.2,101.0,3.7,5.1,-15.5,1.4,-1.4,-0.8
COc1ccccc1Nc1nc2ccc(C)cc2cc1C#N,1.6,0.0,-4.5,97.0,0.5,3.1,4.1,0.1,-0.6,-1.6
OCCN(Cc1ccccc1)Cc1cccc(F)c1,-4.4,0.7,4.8,103.0,-2.3,-1.5,3.6,2.5,7.0,1.5
COC(=O)C1=C(C)N(c2ccc(OC)cc2)C(C)=C(C(=O)OC)C1c1ccccc1,-7.2,-6.8,-0.4,83.0,-2.0,-3.6,5.1,-5.2,4.8,-6.5
OCc1ccccc1-c1ccc2nccn2c1,.,-0.2,-7.3,95.0,0.5,2.4,18.5,-4.8,-2.1,19.8
O=C(O)CC1CC(O)CCC1=O (configuration not stated),.,4.9,1.8,100.0,.,1.5,17.8,-9.9,.,-0.3
COc1cc(C(=O)NCc2nc(C)cs2)ccc1OC1CCN(C(C)=O)CC1,1.6,4.0,1.8,91.0,-0.9,-1.8,5.9,5.6,3.1,8.0
CCOC(=O)c1sc(=S)n(-c2ccc3c(c2)OCO3)c1N,-2.7,8.7,6.8,98.0,5.5,1.0,-16.3,-6.4,-5.8,-8.5
O=C(CN1C(=O)C2CCCCC2C1=O)OCC(=O)c1ccc(F)cc1 (configuration not stated),1.3,0.4,-1.2,95.0,-0.1,0.0,-23.6,-2.4,2.2,8.0
COc1ccc(OC)c(/C=N\NC(=O)c2ccc(COc3ccc(C)cc3[N+](=O)[O-])o2)c1,8.0,2.8,1.8,94.0,3.4,-1.0,2.3,-8.7,5.1,8.3
FC(F)(F)c1ccc(NC(=S)NC2CCCCC2)cc1,-0.6,1.9,-15.2,100.0,4.5,-5.3,-22.8,8.4,0.8,-22.3
O=C(NCc1ccco1)Nc1nnc([C@H]2C[C@H](O)[C@@H](CO)O2)s1,.,4.3,-3.0,99.0,-1.2,4.0,-14.2,-3.1,8.4,8.4
CCOC(=O)c1ccc(NC(=O)c2c(N)n(Cc3ccccc3)c(=O)[nH]c2=O)cc1,3.8,7.2,-7.2,95.0,1.2,5.3,-3.6,-2.1,1.5,-5.5
CN(C)S(=O)(=O)c1cccc(NC(=O)COC(=O)c2cc(=O)c3ccccc3o2)c1,-3.9,1.1,1.1,99.0,1.1,-0.1,22.3,-5.0,1.9,5.6
O=C1CN(C(=O)c2cccc([N+](=O)[O-])c2)CC(=O)N1,-6.5,1.8,0.4,99.0,0.0,-0.5,3.0,6.1,12.0,-0.3
COc1cc(/C=C2\SC(=Nc3ccc(Cl)c(C(=O)O)c3)NC2=O)c(Br)c(Br)c1O,4.9,-2.2,1.4,104.0,0.4,0.5,-3.4,-2.6,-0.8,-2.8
COC(=O)c1c(SCc2cccc3ccccc23)nc(=O)[nH]c1C,3.1,5.8,1.3,97.0,2.2,-1.4,2.6,-4.5,9.0,1.8
CCN(CC)S(=O)(=O)c1cccc(NC(=O)C2SC(=Nc3ccc(C)cc3C)C(C(=O)NCC3CCCO3)=C2N)c1 (configuration not stated),-0.4,-5.1,-10.0,98.0,-1.8,-0.5,8.9,1.4,20.1,-10.3
Cc1sc2nc(CN(Cc3cccs3)C(=O)NC3CCCCC3)[nH]c(=O)c2c1C,3.8,2.1,0.1,107.0,1.3,-2.6,14.3,1.0,13.9,2.1

# Some values from above:
# Under TLR9-MyD88 inh, Cn1c(=O)n(C)c2cc(N3CCOCC3)c(NC(=O)c3cccc(Cl)c3)cc21 reads -2.5
# Under NOD2-RIPK2 inh, O=C(O)CC1CC(O)CCC1=O (configuration not stated) reads -9.9

# Remaining list, next part
SMILES,TLR9-MyD88 inh,HTR2A ag,ABHD5-PLIN5 inh,ABCB6 inh 2,MC4R barr agon,Glyco luc inh,SRC2 inh,NOD2-RIPK2 inh,MC4R antagonist,H9c2 protect
N#Cc1c(NC(NC(=O)c2ccco2)C(=O)c2ccccc2)sc2c1CCCC2 (configuration not stated),-12.8,-3.6,-13.5,108.0,5.0,-4.1,-9.1,-8.5,9.8,-12.3
COc1cccc2oc3ccc(C#Cc4ccccn4)cc3c(=O)c12,-1.9,12.5,5.1,101.0,0.1,-8.8,-52.7,1.7,-2.2,-0.1
Cc1cccc(COC[C@H](CC(C)C)N2CCN(C(=O)c3ccc(C(F)(F)F)cc3)CCC2=O)c1,.,1.1,-0.7,99.0,.,.,-20.9,-1.6,.,.
O=C1CC(N2CCN(c3ncccn3)CC2)C(=O)N1CCc1ccccc1 (configuration not stated),7.5,2.0,6.0,101.0,-0.6,1.1,-6.6,12.9,-2.8,5.4
COc1ccccc1NS(=O)(=O)c1ccc(C(=O)NCc2ccco2)cc1,-13.7,6.7,-4.7,96.0,-0.3,1.5,9.4,3.1,7.4,-11.0
O=C(c1cccs1)N1CCN(c2cc(Cl)ccc2Cl)CC1,5.9,-3.6,3.0,97.0,0.8,-2.7,0.8,1.4,6.5,-6.0
Cc1ccc(C2c3c(oc4ccccc4c3=O)C(=O)N2c2nncs2)cc1 (configuration not stated),9.5,-4.7,1.1,93.0,0.0,1.7,-5.1,-2.6,0.9,31.1
Cc1ccccc1-n1c(SCC(=O)O)nc2sc3c(c2c1=O)CCCC3,-5.0,2.0,-12.9,90.0,-1.8,1.6,-13.4,-8.4,12.7,4.0
N=C1C(=O)NC(=O)C1c1ccccc1 (configuration not stated),-4.7,-2.9,-2.2,95.0,-1.4,-0.2,-14.2,-3.5,-16.4,6.8
O=C(O)CCC(=O)N1CCc2cc(S(=O)(=O)NC3CCCC3)ccc21,-2.2,-4.8,0.8,90.0,0.1,2.5,-23.3,4.9,2.8,-1.8
COc1ccc(C(CNc2ccc(C(F)(F)F)cn2)N(C)C)cc1OC (configuration not stated),14.9,2.1,-1.6,94.0,-0.3,-1.7,21.8,-2.5,5.3,0.4
O=C(Cn1cc(C(F)(F)F)ccc1=O)N/N=C/c1ccc(F)cc1,-15.8,5.9,-0.5,97.0,1.6,2.3,16.0,-11.5,26.8,4.7
CCNC(=O)C1CCCN(Cc2cc(-c3ccccc3)on2)CC1 (configuration not stated),.,-3.8,3.0,102.0,-1.2,-2.6,-38.5,-4.3,-2.4,8.6
O=C(CCS(=O)(=O)c1ccc(Br)s1)NCc1ccc2c(c1)OCO2,-3.1,-3.2,-1.4,113.0,-1.4,0.2,.,-0.9,0.4,2.0
COc1ccc(-c2cn3cccnc3n2)cc1F,4.3,-0.7,-1.4,100.0,-3.0,-0.5,-50.0,-6.4,4.1,-7.0
Cc1sc2nc(SCc3nc(-c4cccs4)no3)n(-c3ccccc3)c(=O)c2c1C,9.1,10.3,1.3,89.0,-1.1,-4.6,7.8,1.8,-0.3,-5.3
Cc1ccc(CNC(=O)CC2(CC3=NS(=O)(=O)c4ccccc4N3)CCCC2)cc1,0.6,0.9,-0.4,98.0,-0.4,-3.3,5.4,-18.2,-8.0,-1.3
c1ccc2sc(Sc3ncnc4sccc34)nc2c1,13.9,-0.6,6.4,92.0,1.0,21.7,30.6,4.5,7.6,-7.4
CCOc1cc(Br)ccc1S(=O)(=O)NCc1ccccc1,3.3,3.2,-5.1,99.0,0.1,-1.2,.,-0.2,-7.3,-10.6
N#Cc1ccc(OCC(O)CS(=O)(=O)c2ccccc2)cc1 (configuration not stated),2.4,5.0,0.2,95.0,-2.9,0.8,-14.4,-2.1,-0.9,5.3
CC(C(=O)NC(C)(C)C)n1c(-c2ccccc2)nc2ccccc21 (configuration not stated),.,1.6,-6.0,.,.,.,-40.7,1.5,.,.
CCOC(=O)/C=C/C(=O)OCC(=O)Nc1ccc([N+](=O)[O-])cc1,1.0,1.2,4.0,98.0,-1.8,-6.0,25.1,3.4,-8.5,6.8
COc1cc2c(cc1NC(=O)Nc1ccccc1)oc1ccccc12,-3.1,-4.1,4.7,95.0,-1.8,-3.0,-8.7,14.5,10.1,-9.2
O=C(Nc1ccccc1)O/N=C1\CCCCC1c1ccc([N+](=O)[O-])cc1[N+](=O)[O-] (configuration not stated),-5.6,-3.2,-6.9,99.0,-3.0,4.6,-11.7,8.4,3.6,-4.2
Cn1cnc(S(=O)(=O)N2CCCC(c3cc(C(=O)Nc4ccc(F)c(Cl)c4)no3)C2)c1 (configuration not stated),.,-0.7,-4.8,101.0,1.3,-4.9,-27.2,-2.9,8.0,6.1
# New compounds follow.
SMILES,TLR9-MyD88 inh,HTR2A ag,ABHD5-PLIN5 inh,ABCB6 inh 2,MC4R barr agon,Glyco luc inh,SRC2 inh,NOD2-RIPK2 inh,MC4R antagonist,H9c2 protect
O=C(C1=C[C@H](c2coc3ccccc3c2=O)C[C@H](OCCCCO)O1)N1CCOCC1,2.7,4.5,8.3,97.0,-1.0,3.1,-17.2,-4.3,2.8,5.7
Cc1ccc(/C=N/NC(=O)CSc2nc3ccccc3n2Cc2ccc(Cl)cc2)o1,-2.8,-4.3,-3.9,97.0,-1.8,-4.2,8.7,5.5,11.6,-0.2
COC(=O)c1ccccc1S(=O)(=O)N1CCC(C(=O)Nc2ccc(N3CCOCC3)cc2)CC1,-7.9,-2.9,2.9,88.0,1.4,3.1,5.2,-6.6,0.9,-7.0
O=C(NCc1ccco1)c1nn2c(C(F)(F)F)cc(-c3cccs3)nc2c1Cl,-19.8,5.9,2.9,98.0,-2.5,-1.5,-13.0,3.0,-1.5,6.3
CCCCn1c(N)c(N(Cc2ccccc2OC)C(=O)c2c(CC)noc2C)c(=O)[nH]c1=O,0.2,0.7,-1.2,95.0,-1.0,1.9,10.8,-18.7,3.2,5.8
CCc1ccc(C=C2SC(=S)N(CCCC(=O)Nc3ccc(C(=O)O)cc3)C2=O)cc1,.,0.0,3.7,102.0,0.6,-0.8,50.4,-7.7,18.9,-9.9

# An excerpt; count on the stated rates, not on these rows.
